Bioassay records: PubChem BioAssay, several laboratories
M1AAP inhibition: malaria alanyl aminopeptidase activity blockers – biochemical, fluorogenic H-Leu-NHMec substrate, 1536-well (AID 1445); hit rate 0.42% among 220,000; recombinant M1AAP, H-Leu-NHMec fluorogenic kinetic assay; higher % means a stronger effect; inhibition, % at 30 µM; hits with a dose series show IC50 in µM;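 active means primary inhibition above the hit cutoff, then over 50% inhibition at one or more dose response concentrations, cut at about 23% in these data, passing the limit was not always enough; inconclusive means conflicting primary data, or primary hits not chosen for dose response; inactive means low primary inhibition, or under 50% at every dose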;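 further: plate controls were DMSO full reaction for no effect and no enzyme background for full effect; strong numbers were not always called active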
human PMI inhibition: MPI enzyme activity inhibition – biochemical, fluorescence intensity, coupled assay, primary screen (AID 1209). purified PMI enzyme, coupled fluorescence intensity; higher % means a stronger effect. one-dose inhibition, % at 20 µM; IC50 in µM for titrated hits. hit rate 0.42% among 190,000;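 further: plate controls were DMSO vehicle for no effect and wells lacking substrate for full effect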
T cell HTS: T cell immune modulation candidate | calls only at 7 µM | 2C CD8+ T cell-vesicle binding, flow cytometry; hits give low values | AID 2052 | hit rate 0.068% among 330,000;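 active means response, share of CD8 T cells binding vesicles, and their 90th percentile fluorescence all below set limits, cut at about 80% in these data, passing the limit was not always enough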
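Also added: QL9-peptide-loaded Drosophila micro-vesicles bearing Ld, ICAM-1 and B7-1; Test system: purified 2C TCR transgenic mouse naive CD8+ T cells; Measured by: cytometric PE anti-B7-1 and Alexa647 anti-CD8 signals after 1% paraformaldehyde fixation; Timing: binding step 1.5 h, 37 °C, antibody labelling 20 min, ice.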
UTI89 phage lysis: inhibition of K1F phage lysis, E. coli UTI89, bacterial capsule biogenesis inhibitors, alamar blue (AID 488966) | E. coli UTI89 K1F phage lysis, alamar blue, 2 h; higher % means a stronger effect | hit rate 0.02% among 340,000 | inhibition, % at 100 µM, or IC50 in µM where a hit was titrated;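 active means phage lysis inhibition, versus mean bacterial control, above a set limit; inconclusive means no clear call, values can overlap the other calls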;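 further: capsule biogenesis inhibitors block K1F phage lysis so surviving cells raise fluorescence; higher fluorescence means more inhibition of phage lysis; actives were called in the ten point dose series up to 300 µM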
West Nile antiviral: West Nile virus antiviral activity, cell-based, CPE readout (AID 1621); West Nile virus-infected cells, CPE inhibition; higher % means a stronger effect; CPE inhibition, % at 10 µM; hits with a dose series show IC50 in µM; hit rate 0.02% among 290,000; in the data active means a potency from the dose series; inconclusive means CPE inhibition mostly from about 3.7% at the one dose, without a potency; inactive means the rest, 99 in 100 with CPE inhibition below about 2.2%; further: strong numbers were not always called active
P. falciparum M17LAP: P. falciparum M17LAP inhibitors, primary screen, biochemical, fluorogenic H-Leu-NHMec substrate, 1536-well (AID 1619); recombinant M17LAP, H-Leu-NHMec fluorogenic kinetic assay; higher % means a stronger effect; one-dose inhibition, % at 30 µM; IC50 in µM for titrated hits; hit rate 0.38% among 220,000;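 active means compound inhibiting the enzyme by more than half at any dose during confirmatory dose-response retesting; inconclusive means strong single-dose inhibitors picked by rank but not retested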;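 further: plate controls were full reaction with DMSO carrier for no effect and no enzyme background for full effect; strong numbers were not always called active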
RSV CPE inhibition: RSV antiviral activity via CPE protection, HEp-2 cells, primary 10 µM value included (AID 2391); CPE inhibition, % at 10 µM; hits with a dose series show IC50 in µM; hit rate 0.13% among 310,000; HEp-2 cells, RSV-induced CPE inhibition; higher % means a stronger effect; in the data active means a potency from the dose series; inconclusive means CPE inhibition mostly from about 23% at the one dose, without a potency; inactive means the rest, 99 in 100 with CPE inhibition below about 21%; further: strong numbers were not always called active
TNAP activation fold: human TNAP enzyme activators, primary screen, biochemical, luminescent, no phosphate acceptor, uHTS (AID 1001). one-dose activation fold at 20 µM; EC50 in µM for titrated hits. hit rate 0.03% among 200,000. purified TNAP, luminescent activation assay, no phosphate acceptor; higher activation fold means a stronger effect; in the data active means activation fold from about 3, or a potency from the dose series; inactive means the rest, 99 in 100 with activation fold below about 1.6; further: many of its hits are not listed in these tables
PMI inhibition: human PMI inhibitors, high substrate, primary screen, biochemical, fluorescence intensity, high mannose 6-phosphate (AID 1220) | recombinant PMI enzyme, coupled fluorescence intensity; higher % means a stronger effect | one-dose inhibition, % at 20 µM; IC50 in µM for titrated hits | hit rate 0.66% among 190,000
T cell HTS vesicle-bound %: further read-out of T cell HTS, marked with its call; double positive events, %; measured here: CD8+ vesicle-bound cell fraction;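 binding gate set so that unloaded-vesicle control wells show 10% double positive cells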
Active calls of the source: *; i = inactive; ? = inconclusive; / = no result given; [ ] = another dose, or the depositor's remark. Unless noted, no stated cut-off is given here; in the data, active means inhibition above about 50%; inactive means the rest.

Results follow in this order: human PMI inhibition, M1AAP inhibition, T cell HTS vesicle-bound %, T cell HTS, TNAP activation fold, P. falciparum M17LAP, RSV CPE inhibition, PMI inhibition, UTI89 phage lysis, West Nile antiviral
CC(=O)Oc1cccc(N2C(=O)c3cccc4c([N+](=O)[O-])ccc(c34)C2=O)c1
  /, /, 55, i, /, /, 6.8%, /, 0.1%, -2.3%
Cc1ccn2c(C(=O)N/N=C\c3ccc4c(c3)OCO4)c(C)nc2c1
  18%, 12%, 12, i, 1.1, 30%, 4.5%, 12%, 0.6%, 0.9%
COC(=O)c1ccc(OC(=O)c2ccccn2)cc1
  -13%, -9%, 42, i, 1.1, 1%, 1.6%, -14%, 0.2%, 0.3%
O=C(Nc1cccc2ccccc12)c1ccc([N+](=O)[O-])s1
  14%, -1%, 51, i, 1, -1%, 3.0%, 4%, -0.3%, -1.7%
COc1cccc(-c2nc(CS(=O)(=O)CC(=O)NCCCc3ccccc3)c(C)o2)c1
  /, /, 8, i, /, /, 7.9%, /, 1.0%, -0.4%
CO/N=C/C(C#N)=C/c1cc(C(=O)c2ccc(F)cc2)cn1C
  -2%, 9%, 56, i, 1.1, 6%, 4.6%, -4%, -0.6%, 1.8%
Cc1ccc(C)c(NC(=S)N2CCCCC2CO)c1 (stereo not drawn)
  4%, 6%, 24, i, 1.1, -11%, 0.4%, 7%, -0.1%, -0.8%
CCOC(=O)N1CCN(C(=O)CN2C(=O)COc3ccc(C)cc32)CC1
  11%, 0%, 20, i, 1.1, 4%, 1.1%, 6%, 0.1%, -0.2%
Cc1ccc(C(=O)Nc2cccnc2Oc2ccc(Cl)cc2)cc1
  /, 9%, 56, i, /, 5%, 1.0%, /, -0.9%, -0.4%
CCCC(=NCC(=O)O)C1=C(O)C(C(=O)OC)C(C)(C)CC1=O (stereo not drawn)
  2%, 1%, 39, i, 1.1, 3%, -0.7%, -1%, 0.5%, 0.5%
CN=C(C)C1=C(O)C(C(=O)OC)C(C)(C)CC1=O (stereo not drawn)
  9%, 0%, 8, i, 1.1, -4%, 0.8%, 4%, 5.2%, -0.1%
CCC(C)(C)NC(=O)c1cccc(NC(=O)C(C)C)c1
  0%, 1%, 45, i, 1.2, -4%, -0.3%, -7%, 0.5%, -0.5%
CCn1nnnc1SCC(=O)Nc1nc(-c2cccs2)cs1
  -10%, 0%, 43, i, 1.1, 24%, 0.9%, -6%, -1.9%, -0.5%
O=C(CN1CCN(c2ccccc2)CC1)c1c[nH]c2ccccc12
  /, /, 50, i, /, /, 0.9%, /, 0.2%, -1.1%
CC(C)(C)C(=O)OCc1cn(-c2ccc(Cl)cc2)nn1
  -13%, 5%, 14, i, 1, 8%, 0.3%, -5%, 0.9%, -0.3%
CCOc1ccc(NC(=O)CSc2nnc(Cn3cnc([N+](=O)[O-])n3)n2C)cc1
  9%, 4%, 57, i, 1.1, 38%, 0.1%, 2%, 1.9%[50 µM], -0.3%
COc1ccccc1/C=N/OC(=O)c1ccc(C)cc1
  19%, 8%, 29, i, 1.1, -6%, 1.8%, 2%, -0.1%, -0.1%
CC1Oc2ccccc2N(CC(=O)N2CCCCCC2)C1=O (stereo not drawn)
  /, /, 24, i, /, /, -0.6%, /, 0.3%, -0.5%
COc1ccccc1/C=C/C(=O)OCC(=O)NCc1ccco1
  9%, 0%, 47, i, 0.9, 10%, 0.5%, 6%, 0.2%, -0.5%
CC(C)n1nc(C(=O)OCC(=O)N(C)C2CCS(=O)(=O)C2)c2ccccc2c1=O (stereo not drawn)
  -2%, 4%, 27, i, 1.1, 7%, 0.0%, -4%, 1.2%, 0.4%
O=C(Cc1c(F)cccc1Cl)Nc1ccc(S(=O)(=O)N2CCOCC2)cc1
  /, /, 69, i, /, /, 2.2%, /, -0.1%, -0.8%
Nc1c2nc(-c3ccccc3)[nH]c(=O)c2nc(=O)n1-c1ccccc1
  /, 9%, 41, i, /, 2%, 4.3%, /, 0.3%, 0.4%
CCc1ccc(C2c3[nH]c4ccccc4c3CCN2C(=O)c2cc[n+]([O-])cc2)cc1 (stereo not drawn)
  /, -4%, 37, i, /, 4%, 1.4%, /, -0.5%, 1.1%
O=C(NCCc1c[nH]c2ccccc12)C1CCN(S(=O)(=O)c2ccccc2F)CC1
  -13%, -1%, 27, i, 1.1, 27%, 0.0%, -6%, 0.3%, 1.6%
CCCCN(C)CCCNC(=O)c1cc(-c2cccs2)nc2ccccc12
  /, /, 42, i, /, /, -0.7%, /, -0.1%, 0.4%
COc1ccc(NS(=O)(=O)c2ccc(NC(=S)NC(=O)CC(C)C)cc2)cc1
  22%, 6%, 58, i, 1, -1%, ?, 15%, 0.3%, -0.6%
Cc1sc(NC(=O)c2ccc(OCC(C)C)cc2)c(C(N)=O)c1-c1ccc(Cl)cc1Cl
  10%, -11%, 59, i, 1.1, 2%, -1.4%, 10%, 1.0%, -0.4%
COc1ccc(N2CCN(S(=O)(=O)c3cccc4nsnc34)CC2)cc1
  0%, 16%, /, /, 0.9, 17%, 0.7%, 9%, -0.1%, -1.0%
CCOC(=O)C(=O)Nc1nnc(C2CCCCC2)s1
  22%, 11%, 33, i, 1.1, 4%, -0.1%, 6%, -0.6%, 0.9%
Cc1ccc(NC(=O)CCNS(=O)(=O)c2ccc(OC(F)(F)F)cc2)c(O)c1
  /, /, 63, i, /, /, 1.3%, /, 0.9%[50 µM], -0.8%
N#CC1=C(N)SC(N)=C(C#N)C1C1C=CCCC1 (stereo not drawn)
  6%, 4%, 24, i, 1.2, 25%, -1.0%, 16%, -0.1%, 0.2%
COc1ccc(C(=O)CSc2nnc(-c3cnccn3)n2Cc2ccco2)cc1
  -12%, 15%, 30, i, 1.2, 4%, 1.0%, -9%, 0.1%, -0.3%
O=C(COc1ccc(Cl)cc1)Nc1ccc2c(c1)nc1n2CCOC1
  /, /, 32, i, /, /, 9.5%, /, -0.1%, -0.5%
O=C1N(c2ccc(Cl)c(Cl)c2)CN(Cc2ccccc2)CN1n1cnnc1
  12%, 4%, 39, i, 1.1, -5%, 6.2%, 6%, 0.0%, 0.0%
Cc1ccc(C2CC(=O)Nc3sc(C(N)=O)c(N)c32)cc1 (stereo not drawn)
  11%, 8%, 28, i, 1.1, 22%, -0.3%, 5%, 3.2%, 0.2%
Cc1ccc(N(C(=O)Cn2nnc3ccccc32)C(C(=O)NCc2ccccc2)c2ccccn2)cc1 (stereo not drawn)
  14%, 1%, 18, i, 1.1, -3%, 0.8%, 1%, 4.1%, -0.8%
CC(NC(=O)CC(c1ccccc1)c1cc(Cl)ccc1O)c1ccccc1 (stereo not drawn)
  4%, 6%, 41, i, 1.1, 0%, 21%, 10%, -1.8%[50 µM], -1.2%
COc1cccc(N2CCN(C3CC(=O)N(c4ccc(C)c(Cl)c4)C3=O)CC2)c1 (stereo not drawn)
  16%, 8%, 6, i, 1.1, -1%, 7.0%, 5%, i, 0.6%
O=C(Cc1cccs1)N/N=C/C=C/c1ccccc1
  8%, -1%, 8, i, 1, 2%, 1.4%, -1%, -0.1%, -0.8%
CCc1ccc(NC(=O)Cn2nc(C(F)(F)F)c3c2CCC3)cc1
  5%, -4%, 22, i, 1, 3%, 1.5%, 11%, -0.2%, -1.6%

Profiles, quoted from the list. Screens in order: human PMI inhibition | M1AAP inhibition | T cell HTS vesicle-bound % | T cell HTS | TNAP activation fold | P. falciparum M17LAP | RSV CPE inhibition | PMI inhibition | UTI89 phage lysis | West Nile antiviral
Listed for CCc1ccc(NC(=O)Cn2nc(C(F)(F)F)c3c2CCC3)cc1 = 5% | -4% | 22 | i | 1 | 3% | 1.5% | 11% | -0.2% | -1.6%
Listed for COc1ccc(NS(=O)(=O)c2ccc(NC(=S)NC(=O)CC(C)C)cc2)cc1 = 22% | 6% | 58 | i | 1 | -1% | ? | 15% | 0.3% | -0.6%
Listed for N#CC1=C(N)SC(N)=C(C#N)C1C1C=CCCC1 (stereo not drawn) = 6% | 4% | 24 | i | 1.2 | 25% | -1.0% | 16% | -0.1% | 0.2%

Following part:
Results follow in this order: human PMI inhibition, M1AAP inhibition, T cell HTS vesicle-bound %, T cell HTS, TNAP activation fold, P. falciparum M17LAP, RSV CPE inhibition, PMI inhibition, UTI89 phage lysis, West Nile antiviral
Cc1ccc(NC(=O)/C=C/C(=O)O)c([N+](=O)[O-])c1
  -15%, -1%, 55, i, 1.1, 15%, 1.7%, -25%, 0.3%, -0.1%
CCOC(=O)c1c(C)c(C(=O)NCc2ccco2)c(C)n1C
  10%, 0%, 64, i, 1.1, 9%, 0.6%, 8%, 0.6%, -0.7%
CCCCN(CC)S(=O)(=O)c1ccc(C(=O)N=c2sc3cc(NC(C)=O)ccc3n2C)cc1
  -17%, -8%, 49, i, 1.1, 2%, ?, -11%, 0.5%, -0.6%
O=[N+]([O-])c1ccc(NCc2ccccc2)nc1
  16%, -2%, 43, i, 1.1, 0%, 2.7%, 8%, 4.1%, -0.5%
Cn1c(=O)c2c(ncn2CC(=O)N2CCN(c3ccc([N+](=O)[O-])cc3)CC2)n(C)c1=O
  /, 6%, 36, i, /, 9%, 2.8%, /, 0.4%, -0.5%
O=C(O)CCCCCN1C(=O)/C(=C\c2cn(-c3ccccc3)nc2-c2cccs2)SC1=S
  /, 4%, 40, i, /, -2%, 43%, /, 0.5%, 1.4%
N/C(=N\OC(=O)C1CCCCC1)c1ccccn1
  8%, 4%, 11, i, 1.1, 8%, 0.2%, 11%, 4.4%, 0.6%
CC(C)CN(CCNC(=O)CN1C(=O)CSc2ccc(S(=O)(=O)N3CCOCC3)cc21)CC(C)C
  -5%, 2%, 25, i, 1, -14%, 1.4%, -7%, 1.2%, -0.3%
CCc1ccc(Sc2cc(C(=O)NCCN3CCOCC3)c3ccccc3n2)cc1
  9%, 3%, 19, i, 1.1, 0%, 0.2%, 0%, 3.0%, 0.0%
COc1ccc(S(=O)(=O)N2CCOC2CNC(=O)C(=O)NCc2ccc(F)cc2)cc1 (stereo not drawn)
  /, /, 12, i, /, /, 1.7%, /, 0.0%, 0.1%
Cc1ccc(Cn2nnnc2CN2CCC(NC(=O)c3ccccc3F)CC2)cc1
  3%, 6%, 41, i, 1.1, -4%, 0.7%, -2%, 0.8%, -1.1%
CCCn1nc(C(=O)OCn2nnc3ccccc3c2=O)c2ccccc2c1=O
  -3%, 0%, 49, i, 1.1, 0%, 0.5%, -10%, -8.3%, -0.3%
Cc1ccccc1C(=O)OCn1nnc2ccccc2c1=O
  11%, 0%, 37, i, 1, -3%, 1.6%, 9%, 0.8%, 0.2%
